# FID counter: fluorescent intercalator displacement, NS3 helicase counter-screen; DNA fluorescent intercalator displacement, fluorescence; 0.17% of 290,000 active; AID 1845; inhibition, % at 7.9 µM; in the data active = inhibition above about 37%;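 note: 0% = vehicle and 100% = reference compound; higher means more ethidium bromide displaced from hairpin DNA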
# NS3 helicase inh: inhibitors of Hepatitis C virus NS3 helicase. NS3 helicase DNA unwinding, Cy5 molecular beacon fluorescence. inhibition, % at 10.9 µM. 0.56% of 290,000 active. AID 1800;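 active = inhibition above the mean of all tested compounds plus 3 SD, set per campaign, cut at about 35% in these data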;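 note: 0% = DMSO wells and 100% = thioflavine S control wells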
#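 Control set: DMSO versus 110 µM thioflavine S; Material: NS3 helicase fragment of HCV; Measured by: Cy5 fluorescence at 0 and 60 min, beacon hairpin quenching; Read-out basis: percent inhibition from t60/t0 fluorescence ratio; Times: reaction time 60 min, 25 °C; Repeats: single replicate; Compound dosing: single dose, 10.9 µM nominal final, DMSO 0.8% final.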
# GalR3 antagonist: blocks the human galanin receptor 3; inhibition, % at 3 µM; 0.44% of 360,000 active; HEK293 GalR3-CNG cAMP membrane potential fluorescence; galR3 body fused to GalR1 C-terminus; O60755;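 active = inhibition above the screen-wide average plus 3 SD, cut at about 13% in these data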;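 note: forskolin and galanin both at EC90 stimulate the cells; cAMP rise reported by CNG channel membrane potential dye signal; 0% = forskolin plus galanin with DMSO and 100% = forskolin alone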
# Target sequence (O60755 1-299 limits assumed): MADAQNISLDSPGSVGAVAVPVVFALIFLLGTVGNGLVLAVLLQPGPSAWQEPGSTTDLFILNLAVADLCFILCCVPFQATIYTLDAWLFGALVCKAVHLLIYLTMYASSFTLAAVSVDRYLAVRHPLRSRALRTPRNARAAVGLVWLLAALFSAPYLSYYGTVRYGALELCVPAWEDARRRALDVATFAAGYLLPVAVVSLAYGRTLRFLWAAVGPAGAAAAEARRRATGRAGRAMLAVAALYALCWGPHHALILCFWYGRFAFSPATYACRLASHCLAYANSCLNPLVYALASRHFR
# MEKK3 PB1 HTS: modulators (inhibitors or enhancers) of MEK5 binding to human MEKK3 PB1 domain; Q99759; bead-based flow cytometry, Alexa488-MEK5 binding to MEKK3; actives lie on both sides; 0 = blocked by unlabeled MEK5, 100 = vehicle; binding response (% of control), % at 10 µM; 1.4% of 290,000 active;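 active = binding response more than 3 SD above or below the average of its plate-row segment, actives on both sides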;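 note: Alexa488 bead fluorescence after subtracting the streptavidin-only scavenger bead signal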
# MEKK2mut PB1 HTS: signal of MEK5 binding to mutant human MEKK2 PB1 domain. percent response, % at 10 µM. bead flow cytometry, Alexa488-MEK5 binding to MEKK2 mutant. 0.35% of 290,000 active; in the data active = percent response above about 24%, passing the limit was not always enough; note: inactives centre near 1; some results filed as inactive read as strong as hits
# CRFBP-R2 agonist: agonists of human CRF-binding protein/CRF-R2 receptor complex | HEK293 CRF-R2/CRF-BP, calcium dye fluorescence (FLIPR); percent of saturating CRF peptide response | activation, % at 13.2 µM | 0.46% of 350,000 active | AID 588473;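 active = activation of at least 50%, plus an integration ratio under a set limit after plate pattern correction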;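 note: plate controls were neutral control wells without compound for no effect and CRF at EC100 for full effect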
# MEKK2 WT-MEK5: raises or lowers MEK5 binding to wildtype human MEKK2 PB1 domain; bead flow cytometry, Alexa488-MEK5 binding to MEKK2 WT; actives lie on both sides; 1.1% of 290,000 active; AID 1531; Q9Y2U5; binding response (% of control), % at 10 µM; in the data active = binding response below about 67% or above about 130%
# CRFR2-BP antag: CRF-BP/CRF-R2 complex antagonism. AID 588475. 0.59% of 350,000 active. inhibition, % at 11.8 µM. HEK293 CRF-R2/CRF-BP, CRF-induced calcium fluorescence;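 active = inhibition of the ligand-induced calcium signal above about 50% at the single tested concentration, limit read from the data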
# SUMO HTRF inh: blocks human SUMOylation mediated by UBC9. 0.36% of 290,000 active. P63279. HTRF SUMOylation assay, SAE1/SAE2 + UBC9, in vitro. inhibition, % at 35 µM; in the data active = inhibition above about 50%, passing the limit was not always enough; note: strong numbers were not always called active
# Target sequence (P63279 whole entry, looked up): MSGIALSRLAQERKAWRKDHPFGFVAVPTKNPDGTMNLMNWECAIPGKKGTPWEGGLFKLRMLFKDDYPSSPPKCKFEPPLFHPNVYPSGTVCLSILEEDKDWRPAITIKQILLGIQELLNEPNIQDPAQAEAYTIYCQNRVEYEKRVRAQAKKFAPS
# * hit, by the source's call; · = no result given.
SMILES,FID counter,NS3 helicase inh,GalR3 antagonist,MEKK3 PB1 HTS,MEKK2mut PB1 HTS,CRFBP-R2 agonist,MEKK2 WT-MEK5,CRFR2-BP antag,SUMO HTRF inh
O=C(Nc1cccc(Cl)c1)N1CCN(C/C=C/c2ccccc2)CC1,-6,-10,-2,107,16,-0.5,139*,-7,-26
COc1ccc(NC(=S)N(CCCN2CCOCC2)C(C)c2cc3ccccc3o2)cc1 (stereo not drawn),7,-10,-6,100,-8,-0.4,89,9,13
O=C(COC(=O)c1ccc(S(=O)(=O)N2CCCC2)cc1)Nc1ccc(F)cc1F,-3,-3,2,100,2,-0.5,98,-83,7
O=C(OCC(=O)c1cccs1)c1ccc([N+](=O)[O-])o1,-2,9,6,102,2,1.0,104,-2,23
O=c1nccc(N/N=C/c2ccccc2O)[nH]1,-15,12,1,101,3,-0.3,100,-15,-31
CC(=O)c1ccccc1OCCCN1CCCCC1,10,-2,-2,103,12,3.5,124,12,5
CCc1cc[n+](-c2nc3ccccc3nc2C(=C=[N-])C#N)cc1,0,7,-3,92,-8,0.6,89,0,4
CC(=O)c1cccc(NC(=S)NCc2ccccc2)c1,-4,-1,-11,99,3,0.6,98,7,8
COc1ccc(CC(=O)NNC(=O)COc2ccc(Br)cc2C)cc1OC,-16,2,-1,89,-3,-2.1,97,1,-10
COc1ccccc1N(CC(=O)Nc1ccc(Cc2ccncc2)cc1)S(=O)(=O)c1ccccc1,-17,-9,-7,101,-1,3.4,104,-2,-7
Nc1ccn(-c2ncc(C(F)(F)F)cc2Cl)c(=O)n1,-6,-1,-2,107,1,2.9,102,-3,0
COC(=O)COc1ccc(S(=O)(=O)Nc2ccc3c(c2)OCCO3)cc1Cl,3,-9,-7,96,2,0.7,100,-16,-2
CCN1CCN(c2ccc(NC(=O)c3ccc4c(c3)[nH]c(=O)n4Cc3ccc(F)cc3)cc2)CC1,16,-71,-4,102,-1,-0.8,108,0,-7
Cc1ccc2c(c1)cc(CN(C(=O)N1CCOCC1)C1CCCC1)c1nnnn12,-3,-21,-4,97,-3,4.5,95,48,25
Cc1cccc(-c2sc(Nc3ccccc3)n[n+]2-c2ccc(F)cc2)c1,-8,10,-2,105,9,-3.0,105,2,12
CCCCCCSc1nc(O)c(C2OC(=O)c3c2ccc(OC)c3OC)c(=O)n1-c1ccccc1 (stereo not drawn),-27,19,-2,106,3,1.8,104,18,11
Cc1cccc(N2CCN(C(=O)CNC(=O)c3ccccc3)CC2)c1C,-28,6,-9,102,2,-1.1,103,9,22
Cc1ccc2c(c1)C(c1ccncc1)=NNC(c1ccccc1)=N2,-10,21,-3,88,-9,0.7,88,-2,4
CCCn1c(CN2CCN(C(=O)OCC)CC2)nc2cc(NC(=O)CC)ccc21,-36,-1,-6,102,5,1.3,107,-10,17
Cc1coc2cc3oc(=O)c(CC(=O)N[C@@H](CC(C)C)C(=O)O)c(C)c3cc12,-34,-7,-5,103,7,-1.0,106,-8,28
CCOC(=O)C1(CCCc2ccccc2)CCN(C(=O)[C@@H]2C[C@@H](C)NC(=S)N2)CC1,-27,8,-3,92,10,1.7,125,-16,-1
O=C(NCc1ccncc1)c1ccc2nc(Cc3ccccc3F)oc2c1,-16,15,-1,110,12,4.0,112,-8,12
COc1ccc(-c2csc(NC(=O)CSc3n[nH]c(C)n3)n2)cc1,-13,-8,-5,100,-3,3.2,101,9,2
O=C(NCc1ccco1)c1ccc2c(c1)C(=O)c1ccccc1-2,-2,2,-4,105,3,0.3,102,-1,4
CCc1nc(SCC(=O)NCCc2ccccc2)n[nH]1,-2,6,-2,104,7,0.4,103,-5,18
COC(=O)c1ccccc1OCCN1CCCCCC1,2,9,10,102,4,-1.2,113,4,19
COc1ccc(CC2S/C(=N/N=C/c3ccccc3O)NC2=O)cc1 (stereo not drawn),-2,-3,-5,102,5,-0.4,102,6,58*
CCn1c(Cc2ccc(OC)cc2)nnc1SCC(=O)Nc1nc2ccccc2s1,-7,-3,-3,89,-5,-1.7,93,1,-14
CCC(=O)N1CCN(c2ccccc2NC(=O)COc2ccccc2Cl)CC1,-38,23,-9,98,-2,-0.1,97,-4,-1
CCNc1ccc(Br)cc(C(=O)/C=C/c2ccc(Cl)cc2)c1=O,-11,28,·,88,-5,7.3,72,-28,19

# 3 records drawn at random from those above:
SMILES,FID counter,NS3 helicase inh,GalR3 antagonist,MEKK3 PB1 HTS,MEKK2mut PB1 HTS,CRFBP-R2 agonist,MEKK2 WT-MEK5,CRFR2-BP antag,SUMO HTRF inh
CCOC(=O)C1(CCCc2ccccc2)CCN(C(=O)[C@@H]2C[C@@H](C)NC(=S)N2)CC1,-27,8,-3,92,10,1.7,125,-16,-1
CCn1c(Cc2ccc(OC)cc2)nnc1SCC(=O)Nc1nc2ccccc2s1,-7,-3,-3,89,-5,-1.7,93,1,-14
Cc1cccc(N2CCN(C(=O)CNC(=O)c3ccccc3)CC2)c1C,-28,6,-9,102,2,-1.1,103,9,22

# Later entries.
SMILES,FID counter,NS3 helicase inh,GalR3 antagonist,MEKK3 PB1 HTS,MEKK2mut PB1 HTS,CRFBP-R2 agonist,MEKK2 WT-MEK5,CRFR2-BP antag,SUMO HTRF inh
COc1ccc(C(=O)NCc2ccc(Cl)c(Cl)c2)cc1OC,-12,2,2,109,5,-1.0,112,10,-14
COc1ccc(C2=CC3=C(Br)C(=O)C(C)(OC(=O)c4cccs4)C(=O)C3=CO2)cc1 (stereo not drawn),·,·,-6,97,-2,9.9,92,-29,·
C=CCNC(=S)NNC(=O)C(CCCC)CC(C)(C)O (stereo not drawn),0,-2,-5,85,7,-1.5,101,-2,11
COc1ccc(NS(=O)(=O)c2cccc(C(=O)N/N=C/c3cn(-c4ccccc4)nc3-c3ccccc3)c2)cc1,-1,-2,-7,96,-7,-0.7,96,-12,13
Cc1nn(-c2ccccc2)c(C)c1NC(=O)COc1ccc(F)cc1Cl,-37,-3,-3,91,-2,-0.7,90,-21,12
CN(C)CCCNc1oc(/C=C/c2cccs2)nc1S(=O)(=O)c1ccccc1,13,-16,-6,103,1,-0.9,114,7,3
CCCCCN1C2=NCCN2c2ccccc21,4,-5,-2,111,4,3.5,111,9,10
O=C(Nc1nccs1)c1c(O)c2cccc3c2n(c1=O)CCC3,0,1,2,83,-8,·,91,·,18
CCOC(=O)c1nn(-c2ccc3ccccc3c2)cc1O,-3,-21,0,103,-3,1.5,98,-16,21
O=c1ccc(/C=C/c2ccccc2)nn1Cc1ccc(Cl)cc1Cl,-3,2,-3,106,-3,2.6,99,-4,-30
O=C(NCc1ccc(Cl)cc1)c1ccc(Br)o1,3,3,-2,116,9,-3.4,111,12,-1
FC(F)(F)c1cccc(N2CCN(C(=S)NC3CCCC3)CC2)c1,-12,-14,-4,98,-1,5.3,103,-14,-14
COc1ccc(CNC(=S)Nc2ccccc2)cc1,-8,1,-3,103,18,-3.4,100,8,1
O=[N+]([O-])c1cc(C(F)(F)F)ccc1N1CCCC(O)C1 (stereo not drawn),2,-1,-1,101,2,-3.0,99,0,-2
CCOC(=O)c1ccc2nc(C)c(CC)c(Cl)c2c1,-2,-8,-4,63,-15,-0.2,66,-1,8
CCN(CC)c1ccc(/C=N/NC(=O)c2ccco2)c(O)c1,-6,-4,-5,91,-6,0.7,91,-8,8
CC(C)(C)c1cc(C(=O)Nc2ccc(F)cc2)n(Cc2ccc(F)cc2)n1,-15,2,-2,91,-3,13,97,-49,-7
O=C(OCC(=O)N1CCCC1)c1ccc(S(=O)(=O)Nc2ccccc2)cc1,-19,-3,-1,106,0,3.3,100,6,-9
COc1ccc(NC(=O)N2CCC(c3ccccc3)C2)c(OC)c1 (stereo not drawn),-19,-2,7,118,4,-2.9,115,16,9
Cc1ccc(C2NC(=O)c3ccccc3N2)s1 (stereo not drawn),-6,25,-7,103,9,-1.3,101,8,5
Nc1cc(=O)[nH]c(SCc2nnc(-c3ccccc3)o2)n1,-5,0,1,100,2,-1.3,99,11,-16
O=C(CO/N=C/c1ccccc1OC(F)F)NCc1cccs1,-12,12,0,105,3,0.1,104,-39,-11
COC(=O)CSc1ccc(-c2nc3ccc(C)cc3[nH]2)cn1,-21,3,-5,99,2,-1.8,104,12,14
Cc1ccc(S(=O)(=O)N2CCN(C)CC2)cc1-c1nnc2c3ccccc3c(C)nn12,-2,-4,40*,99,-3,0.5,99,-33,3
Cc1[nH]nc2c1C(c1cc(Br)cs1)C(C#N)=C(N)O2 (stereo not drawn),-8,17,0,97,1,-2.6,98,0,-2
CCOc1ccccc1NC(=O)CSc1nc2cc(O)ccc2c(=O)n1-c1ccc(OC)c(OC)c1,-31,-12,-8,98,1,1.4,91,-1,14
O=C1Cc2cc(S(=O)(=O)N3CCN(c4cccc(Cl)c4)CC3)ccc2N1,-11,9,·,101,1,2.0,101,0,-32
COc1ccc(OC)c(S(=O)(=O)N(C)CC(=O)N2CCCCC2)c1,-9,0,0,99,3,0.4,101,-2,11
C/C(=N\NS(=O)(=O)c1ccc(C)cc1)c1cc2ccccc2oc1=O,-13,12,-8,108,-3,-2.8,103,0,3
CCOc1ccc(CCNC(=O)c2cc(C)nn2-c2ccccc2)cc1,-24,2,-7,96,-2,-1.6,98,22,16

# A draw from above in order of heavy-atom count, ascending.
SMILES,FID counter,NS3 helicase inh,GalR3 antagonist,MEKK3 PB1 HTS,MEKK2mut PB1 HTS,CRFBP-R2 agonist,MEKK2 WT-MEK5,CRFR2-BP antag,SUMO HTRF inh
Nc1cc(=O)[nH]c(SCc2nnc(-c3ccccc3)o2)n1,-5,0,1,100,2,-1.3,99,11,-16
CCN(CC)c1ccc(/C=N/NC(=O)c2ccco2)c(O)c1,-6,-4,-5,91,-6,0.7,91,-8,8
COc1ccc(OC)c(S(=O)(=O)N(C)CC(=O)N2CCCCC2)c1,-9,0,0,99,3,0.4,101,-2,11
O=C(OCC(=O)N1CCCC1)c1ccc(S(=O)(=O)Nc2ccccc2)cc1,-19,-3,-1,106,0,3.3,100,6,-9
CCOc1ccccc1NC(=O)CSc1nc2cc(O)ccc2c(=O)n1-c1ccc(OC)c(OC)c1,-31,-12,-8,98,1,1.4,91,-1,14

# SUMO HTRF inh: what is marked active above.
molecule,NS3 helicase inh,GalR3 antagonist,MEKK3 PB1 HTS,MEKK2mut PB1 HTS,CRFBP-R2 agonist,MEKK2 WT-MEK5,CRFR2-BP antag,SUMO HTRF inh
COc1ccc(CC2S/C(=N/N=C/c3ccccc3O)NC2=O)cc1 (stereo not drawn),-3,-5,102,5,-0.4,102,6,58*

# A portion of the library, so the mix of outcomes need not match the whole.
